# CAL PDZ FP-1 – human CAL PDZ-peptide interaction inhibition | 0.02% of 330,000 active | AID 504414 | purified CAL PDZ, TMR-peptide fluorescence polarization, 1 h | Q9HD26 | inhibition, % at 20 µM;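 active means highest replicate inhibition of at least 40%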;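 further: plate controls were DMSO neutral control wells for no effect and unlabeled competitor peptide control wells for full effect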
#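 Test system: purified CerCALP PDZ construct; Compound dosing: one concentration, 20 µM compound; Also added: TMR-labelled reporter peptide T*-PRC34 bound in PDZ groove; Read-out: inhibition from polarization loss; Controls: unlabelled peptide and DMSO controls; Signal: FP readout, S and P plane fluorescence; Incubation: 1 h at RT.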
# Keap1-Nrf2 PPI – inhibitors of human Keap1-Nrf2 protein-protein interaction; Keap1 Kelch-Nrf2 peptide fluorescence polarization, 1536-well; inhibition, % at 9.4 µM; 0.15% of 340,000 active; in the data active means inhibition above about 12%; inconclusive means no clear call, values can overlap the other calls; inactive means below about 7.3%;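 further: human Keap1 Kelch domain with fluorescein labeled Nrf2 9mer peptide probe; 0% = neutral control wells and 100% = peptide positive control; higher means more block of Keap1 binding to Nrf2 peptide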
# Rtt109 HAT inh – inhibitors of Candida albicans Rtt109/Vps75 histone acetyltransferase; purified Rtt109/Vps75, ThioGlo CoA-SH fluorescence, 4 h; 0.16% of 330,000 active; Q5AAJ8; inhibition, % at 34.9 µM;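 active means inhibition of at least 50% in every replicate; inconclusive means best replicate reaches 50% inhibition but some replicates fall short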
# RTF Ca sens inh – cardiac RTF calcium desensitization. P19429+P45379. IANBD-labeled cardiac RTF, Ca2+ fluorescence. inhibition, % at 7.15 µM. 0.12% of 340,000 active. AID 493244;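 active means inhibition above the mean inhibition of all tested compounds plus 3 SD, cut at about 17% in these data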;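 further: assay run at fixed EC70 calcium of 1.6 mM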
# DAGLB inh – diacylglycerol lipase beta (human) inhibition. Q8NCG7. HEK293T DAGLB membrane lysate, EnzChek fluorogenic substrate. AID 504411. inhibition, % at 5.17 µM. 0.059% of 340,000 active; in the data active means inhibition above about 34%;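 further: 0% = enzyme with vehicle and 100% = wells lacking enzyme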
# Target sequence (Q8NCG7 whole entry, looked up): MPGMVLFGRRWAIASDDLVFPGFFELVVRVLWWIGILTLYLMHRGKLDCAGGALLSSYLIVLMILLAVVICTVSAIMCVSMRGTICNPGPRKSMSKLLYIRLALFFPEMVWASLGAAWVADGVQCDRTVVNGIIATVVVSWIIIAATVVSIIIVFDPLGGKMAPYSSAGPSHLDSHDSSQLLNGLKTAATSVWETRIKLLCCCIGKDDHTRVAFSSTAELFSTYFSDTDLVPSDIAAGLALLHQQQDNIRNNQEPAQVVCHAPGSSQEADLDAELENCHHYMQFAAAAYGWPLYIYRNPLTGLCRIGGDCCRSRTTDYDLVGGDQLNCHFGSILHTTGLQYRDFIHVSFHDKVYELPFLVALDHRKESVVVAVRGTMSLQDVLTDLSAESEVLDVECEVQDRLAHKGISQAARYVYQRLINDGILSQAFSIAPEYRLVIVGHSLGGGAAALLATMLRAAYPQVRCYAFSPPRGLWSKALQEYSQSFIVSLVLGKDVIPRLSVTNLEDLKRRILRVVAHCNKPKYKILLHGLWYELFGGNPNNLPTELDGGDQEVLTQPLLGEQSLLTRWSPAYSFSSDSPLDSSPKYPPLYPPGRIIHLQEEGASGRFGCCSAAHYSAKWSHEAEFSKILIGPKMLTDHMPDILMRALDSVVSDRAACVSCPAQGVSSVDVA
# LANA DNA inh – inhibitors of KSHV LANA C-terminal domain DNA binding; MBP-C-LANA/FAM-LBS DNA binding, fluorescence polarization; inhibition, % at 9 µM; 0.078% of 340,000 active; AID 504423;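 active means highest replicate inhibition at or above 60% at 9 µM, even if other replicates fall short; inactive means all replicates below 60% inhibition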;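 further: 0% = neutral control wells and 100% = 4 µM acridine orange control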
# SR-BI DiI-HDL act – SR-BI HDL lipid transfer activation; activation, % at 12.5 µM; CHO ldlA[mSR-BI] cells, DiI-HDL uptake fluorescence, 3 h; 100 = double the neutral-control signal; 0.096% of 320,000 active;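 active means mean replicate activation of at least 60% and every replicate at or above 60%; inconclusive means mean or all-replicate condition met, but not both; inactive means mean below 60% and not all replicates reaching 60%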;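 further: 0% = median plate neutral-control signal and 100% = twice that signal; values of inactives mirror those of a sister screen read the other way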
#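 Assay system: CHO ldlA[mSR-BI] cells, LDL receptor-null, SR-BI overexpressing; medium: Ham's F12 with 0.5% BSA, HEPES 25 mM, pH 7.4; also added: DiI-HDL 10 µg/mL; timing: 3 h uptake period with compound, 37 °C; signal: DiI fluorescence, bottom read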
# PKA-R2B activ – activators of human PKA-R2B complex; AID 504700; P22694+P31323; PKA-R2B holoenzyme dissociation, Cy5-IP20 fluorescence polarization; R2B truncated from residue 108, S112A mutant; 0% DMSO only, 100% 113 µM cGMP; 0.079% of 340,000 active; activation, % at 11.4 µM;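 active means activation above a cutoff set at the mean over all compounds plus 3 SD, cut at about 18% in these data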;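 further: higher means more holoenzyme dissociation and a rise in polarization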
# Target sequence (P31323 whole entry, looked up, other chains not shown, the tested form may be a part): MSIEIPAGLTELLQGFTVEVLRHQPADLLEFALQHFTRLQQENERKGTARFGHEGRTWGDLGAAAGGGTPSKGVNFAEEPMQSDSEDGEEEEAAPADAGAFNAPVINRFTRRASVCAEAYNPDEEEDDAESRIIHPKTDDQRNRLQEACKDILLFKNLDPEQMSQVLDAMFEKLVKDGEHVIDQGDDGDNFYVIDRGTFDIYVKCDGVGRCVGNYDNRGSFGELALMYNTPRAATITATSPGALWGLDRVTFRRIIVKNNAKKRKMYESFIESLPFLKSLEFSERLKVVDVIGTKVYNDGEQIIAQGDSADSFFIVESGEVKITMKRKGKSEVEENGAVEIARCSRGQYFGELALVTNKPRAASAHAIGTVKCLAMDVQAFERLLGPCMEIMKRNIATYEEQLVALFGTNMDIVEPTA
# RTF Ca sens act – cardiac RTF calcium sensitization | activation, % at 7.2 µM | AID 493008 | P19429+P45379 | 0.24% of 340,000 active | IANBD-labeled TnC RTF fluorescence at EC20 calcium; 0% EC20 calcium, 100% full calcium;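 active means activation above the mean over all tested compounds plus 3 SD, cut at about 30% in these data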;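 further: rise in fluorescence read as greater calcium sensitivity of cardiac thin filaments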
# CAL PDZ FP-2 – inhibitors of human CAL PDZ peptide binding. 0.92% of 300,000 active. Q9HD26. purified CAL PDZ, TMR-peptide fluorescence polarization, 1 h. inhibition, % at 24.9 µM. AID 602252;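 active means mean inhibition of at least 30% with at least half of replicates also reaching 30%; inconclusive means no clear call, values can overlap the other calls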;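 further: 0% = DMSO neutral control and 100% = excess unlabeled competitor peptide PRC23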
# * = called active by the depositor; ? = inconclusive; nt = no result given.
SMILES,CAL PDZ FP-1,Keap1-Nrf2 PPI,Rtt109 HAT inh,RTF Ca sens inh,DAGLB inh,LANA DNA inh,SR-BI DiI-HDL act,PKA-R2B activ,RTF Ca sens act,CAL PDZ FP-2
Cc1cccc(NS(=O)(=O)c2ccc(C)c(C(=O)NCCCN3CCOCC3)c2)c1,-2.5,-4,2,-18,-1,-1.1,0,-12,1,-7
Cc1cccc(OCCC(=O)NCC(=O)Nc2c(C)cccc2C)c1,-0.2,4,3,9,1,-0.5,10,-1,7,-3
O=C(COc1ccccc1)NC1CCSC1=O (centres undefined),-0.1,-4,5,-4,-2,-1.0,28,-22,-3,-3
Cc1ccc(NC(=O)CN2CCOCC2)cc1C,0.8,-6,-2,-12,-5,-0.5,?,-8,-2,-3
COc1ccccc1C(=O)N1CCN(C2CCN(Cc3ccccc3)CC2)CC1,-2.6,1,-17,-1,1,0.7,7,7,-1,-3
COc1ccc([N+](=O)[O-])cc1NC(=O)COC(=O)c1ccccn1,0.0,3,4,-6,0,-0.9,3,8,3,-6
COc1ccc(OC)c(NC(=O)Nc2ccc(Cl)cc2)c1,-0.4,0,5,3,-1,-2.5,-70,-12,-2,0
CC(=O)c1c(C)[nH]c(C(=O)CN2C(=O)NC3(CCCCC3C)C2=O)c1C (centres undefined),-1.7,1,0,4,0,2.0,-8,-2,3,-5
Cc1ccc(/C=N/NC(=O)c2c(-c3ccccc3)noc2C)c(O)c1,-3.4,1,11,-4,4,0.1,-108,-4,-5,-5
Cc1cc(C(=O)N/N=C/c2c(C)[nH]c3ccccc23)n[nH]1,1.4,0,8,4,0,0.9,-6,-1,-4,-7
CC1(CC(=O)N/N=C/c2cc(Br)c(O)cc2O)OCCO1,-1.7,-2,6,9,4,1.1,2,3,1,-4
C/C(=N/NS(=O)(=O)c1ccc(C)cc1)c1ccc2c(c1)OCO2,-0.2,-2,-2,-16,3,-3.5,-18,8,2,-5

# Compound profiles, from the list above.
# `Cc1ccc(NC(=O)CN2CCOCC2)cc1C` is listed as CAL PDZ FP-1 = 0.8; Keap1-Nrf2 PPI = -6; Rtt109 HAT inh = -2; RTF Ca sens inh = -12; DAGLB inh = -5; LANA DNA inh = -0.5; SR-BI DiI-HDL act = ?; PKA-R2B activ = -8; RTF Ca sens act = -2; CAL PDZ FP-2 = -3
# `Cc1cccc(NS(=O)(=O)c2ccc(C)c(C(=O)NCCCN3CCOCC3)c2)c1` is listed as CAL PDZ FP-1 = -2.5; Keap1-Nrf2 PPI = -4; Rtt109 HAT inh = 2; RTF Ca sens inh = -18; DAGLB inh = -1; LANA DNA inh = -1.1; SR-BI DiI-HDL act = 0; PKA-R2B activ = -12; RTF Ca sens act = 1; CAL PDZ FP-2 = -7

# Additional compounds:
SMILES,CAL PDZ FP-1,Keap1-Nrf2 PPI,Rtt109 HAT inh,RTF Ca sens inh,DAGLB inh,LANA DNA inh,SR-BI DiI-HDL act,PKA-R2B activ,RTF Ca sens act,CAL PDZ FP-2
NC(=O)c1cc2n(n1)C(C(F)(F)F)CC(c1ccco1)N2 (centres undefined),nt,-4,-7,-7,-1,-0.4,16,-1,6,-1
O=C(Nc1ccccc1F)C1CCN(S(=O)(=O)c2cccnc2)CC1,-2.1,-4,-1,-3,-2,0.1,6,12,-3,-2
COC(=O)c1ccc(C(=O)NC(=S)Nc2nc3c(s2)CCCC3)cc1,0.3,0,-7,1,-3,1.7,-15,-2,-4,-2
COC(=O)Cn1cnc2c(cnn2-c2ccc(C)cc2)c1=O,-2.4,-4,-15,-5,-4,0.7,19,-11,3,-4
COc1ccc(S(=O)(=O)N2CCN(c3nn(C)c(=O)n(C)c3=O)CC2)cc1,-0.4,-4,1,-4,-1,-1.7,12,-1,2,-3
COc1ccc(Nc2nc(N)nc(CSc3nnc(N)s3)n2)cc1,-0.2,6,-2,-10,3,-1.5,3,0,-5,-2
CCOc1ccc(NC(c2ccccc2)P(=O)(OC)OC)cc1 (centres undefined),-0.7,-3,-8,-5,1,-0.2,5,-8,4,1
O=C(O)c1ccc(C(=O)O)c(C(=O)c2ccccc2)c1,0.8,-1,-3,4,1,-1.2,17,-1,-4,-4
C/C(=C\c1ccc(Br)cc1)C(=O)c1c(C)cc(C)[nH]c1=O,-0.7,0,-4,0,5,-0.1,22,0,4,8
O=C1c2oc3ccc(F)cc3c(=O)c2C(c2ccc(F)cc2)N1CCCN1CCOCC1 (centres undefined),0.3,-4,-1,-2,-2,0.4,7,-1,4,nt
CCCCN1C(=O)C2C(C(=O)Nc3cccc(OC)c3)C3C=CC2(O3)C1C(=O)NC1CCCCC1C (centres undefined),-0.9,-4,5,-6,0,1.5,10,3,4,-1
CCN(CC(=O)Nc1ccccc1C(F)(F)F)C(=O)c1ccccc1OCc1ccc(F)cc1,-2.4,0,12,-1,-5,-1.1,-50,1,-11,-2
CCO[C@H]1OC(C(N)=O)=C[C@@H](c2coc3ccccc3c2=O)[C@@H]1CCCO,0.2,-4,-25,7,-2,2.1,14,-10,6,0
Cc1cc2ncn(S(=O)(=O)N3CCOCC3)c2cc1C,-1.1,-1,2,-1,1,0.2,1,-6,1,-4
COC(=O)CNC(=O)c1cn(-c2ccc(C)c(C)c2)c(=O)c2ccccc12,-0.5,-4,nt,-2,2,3.7,-31,10,-7,-5
COc1cccc(CNC(=O)c2ccccc2NC(=O)C2=C(C)OCCS2)c1OC,-0.2,-7,1,-9,-1,-1.6,-14,-2,2,2
O=C(NC1CCN(c2ncccn2)CC1)c1ccccc1Cl,0.1,-6,-3,-10,1,0.1,nt,9,-3,1
CS(=O)(=O)NCCSCc1ccco1,-2.8,0,53*,-18,-7,3.2,7,6,10,-4
CCn1c(SCC(=O)NCc2ccccc2)nnc1-c1cccnc1,-2.4,3,nt,0,0,0.0,6,-3,-2,-3
COc1ccccc1N1CCN(C(=O)C2CCN(S(=O)(=O)c3ccc(F)cc3)CC2)CC1,-3.1,0,nt,2,2,-0.3,-10,0,1,0
CCCCC(=O)NCc1ccc2c(c1)cc(C)n2C,-0.3,0,-4,-6,-2,-0.9,-1,-11,-3,-3
CC(C)C(=O)N=c1sc2cc(F)cc(F)c2n1C,-0.6,1,3,-8,-5,1.9,18,3,0,nt
CSc1ccc(CN(C)CC(=O)Nc2ccc(C)cc2Br)cc1,-0.3,3,-1,0,-21,-2.4,-14,-14,-2,-2
CN1CCN(S(=O)(=O)c2ccc(Cl)c3ccccc23)CC1,-1.4,-1,-11,-3,-2,-1.6,7,-3,-4,nt
COc1ccc(NC(=O)OC(C)C)cc1,-0.7,1,-12,2,-2,2.8,9,2,2,-4
Cc1c(Cl)c([N+](=O)[O-])nn1CC(=O)NC(C)C1CC2CCC1C2 (centres undefined),0.2,-2,-2,1,-7,-1.9,11,1,-2,-4
COc1ccc(C(=O)C2CCCN(C(=O)c3csc(C(C)=O)c3)C2)c(C)c1 (centres undefined),-0.2,4,0,-3,1,-1.3,7,-5,-3,-3
CC(=O)Nc1ccc(S(=O)(=O)Oc2ccc(C(=S)N3CCCCC3)cc2)cc1,-0.3,-7,-1,0,-1,-0.1,24,3,-2,-4
CCOc1ccc(NS(=O)(=O)c2cc(C(=O)N3CCN(c4ccccc4O)CC3)ccc2Cl)cc1,-2.6,3,14,-6,2,0.8,6,-9,-8,-2
O=C(c1ccc(S(=O)(=O)N2CCCCCC2)cc1)N1CCN(c2ccccn2)CC1,-0.2,2,-6,-6,5,-0.5,-3,0,-5,-4
O=C(CN1CCCCC1)N1CCN(c2ccccc2)CC1,-0.9,-6,nt,0,1,2.0,20,-7,-11,-3
COc1ccccc1CCC(=O)OCc1csc(CC(=O)Nc2ccccc2C)n1,-1.6,-1,-18,-7,-9,-0.1,-2,9,0,-4
Cc1cc(C)c(C#N)c(N2CCN(c3ccccc3)CC2)n1,-3.8,-4,-3,-11,-7,-1.2,-3,-1,4,nt
Cn1cccc1C(=O)NC(=O)COC(=O)C12CC3CC(CC(O)(C3)C1)C2,-5.3,-8,-6,-13,3,1.8,17,4,1,-19
O=C(Cn1c2c(sc1=O)C1c3ccccc3OCC1CS2)Nc1ccc(Cl)c(Cl)c1 (centres undefined),-0.6,-5,11,-17,-1,4.0,-8,-19,7,-3
Cc1c(Cc2ccccc2)c(=O)oc2cc(OCC(=O)NC(Cc3ccc(Cl)cc3)C(=O)O)ccc12 (centres undefined),-0.9,-6,12,-1,5,0.0,-9,1,-1,-6
c1ccc(CN2CCC(Nc3ncnc4sccc34)CC2)cc1,-0.9,-4,3,10,-1,-1.4,19,-8,3,14
CN(CC(=O)O)S(=O)(=O)c1ccc2c(c1)n(C)c(=O)c(=O)n2C,0.3,1,-5,8,0,1.2,3,-3,-3,0
O=C(OC(C(=O)NCc1cccs1)c1ccccn1)c1cccs1 (centres undefined),-2.6,-7,nt,6,-1,1.3,16,-5,3,0
O=C(CSc1nnc(-c2ccco2)n1Cc1ccco1)NCc1ccccc1,nt,-5,15,-1,-1,0.0,14,-11,8,0
FC(F)(F)c1cc(-c2ccco2)nc(N2CCOCC2)n1,-1.2,-3,-1,0,-9,1.1,-15,-3,5,8
COC(=O)c1cn(S(=O)(=O)c2ccccc2)c2ccccc12,-0.7,2,1,-5,-3,-0.5,-9,5,-5,-8
CCc1ccc(N(CC(=O)Nc2ccc(NC(C)=O)cc2)S(=O)(=O)c2ccccc2)cc1,0.0,4,-6,3,4,2.2,-22,1,-3,-4
COc1ccc(N2C(=O)/C(=C\c3ccco3)N=C2SCC(N)=O)cc1Cl,-0.2,-6,-25,nt,nt,3.6,-29,nt,nt,-2
COC(=O)c1ccc(C)c(NC(=O)CCNC(=O)c2ccc([N+](=O)[O-])cc2)c1,-0.7,-2,0,2,0,0.1,-14,5,-4,-5
COc1ccc(NC(=O)CSc2nc3ccsc3c(=O)n2CCCCCC(=O)O)cc1,-1.9,1,8,1,-6,-0.4,3,-14,0,0
Cc1ccc(C)c(NC(=S)NCCSc2ccc(Cl)cc2)c1,-3.2,-1,-7,3,-7,-2.7,-41,-2,13,-2
Cc1nn(-c2ccccc2)c(N)c1C1(O)C(=O)Nc2ccccc21 (centres undefined),-0.9,-1,1,-6,-1,0.2,nt,8,2,-1
COc1cc(-c2nnc(COC(=O)c3cc(C)no3)o2)cc(OC)c1OC,0.4,1,-3,-8,5,-0.7,-16,-13,-1,2
CCN(C1CCCCC1)S(=O)(=O)CCNC(=O)c1ccccc1,-0.2,-2,-2,1,-5,-0.1,-2,-2,-3,-1
Cc1cc(NC(=O)CSCC(=O)N(C)Cc2ccc(Cl)c(Cl)c2)no1,12,0,0,-1,0,0.7,0,-4,-4,-4
O=C(O)C1CSC2(c3ccc(F)cc3)CCC(=O)N12 (centres undefined),-0.1,0,-3,15,1,-0.2,21,-8,0,nt

# Bioassay records: PubChem, several laboratories

# Outcome played no part in choosing rows; any-hit rate near 1.6%.
